# Source: PubChem BioAssay (The Scripps Research Institute Molecular Screening Center)
# GSTO1 counter: counter-screen for RBBP9 inhibitors: inhibitors of human GSTO1; recombinant GSTO1, activity-based probe fluorescence polarization; inhibition, % at 5.96 µM; actives 1.1% (n = 300,000); AID 1974;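 active = inhibition above the campaign mean inhibition plus 3 SD, cut at about 35% in these data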;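 also: 0% = GSTO1-1 with DMSO and 100% = wells lacking GSTO1-1 enzyme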
# Target sequence (P78417 whole entry, looked up): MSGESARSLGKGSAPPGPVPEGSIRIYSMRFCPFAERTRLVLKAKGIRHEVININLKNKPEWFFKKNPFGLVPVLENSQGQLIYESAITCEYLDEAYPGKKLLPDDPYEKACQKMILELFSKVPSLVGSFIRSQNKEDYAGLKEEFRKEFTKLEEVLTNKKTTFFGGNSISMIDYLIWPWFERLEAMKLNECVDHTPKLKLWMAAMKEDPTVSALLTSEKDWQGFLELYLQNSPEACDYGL
# pPAFAH FP inh: pPAFAH (human) enzyme inhibition; recombinant pPAFAH, FP-rhodamine probe fluorescence polarization; inhibition, % at 3.39 µM; actives 1.5% (n = 330,000);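 active = inhibition above the mean inhibition across the screen plus 3 SD, cut at about 25% in these data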;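 also: inhibitors block binding of the rhodamine activity-based probe so polarization drops; 0% = enzyme with DMSO and 100% = wells lacking pPAFAH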
# Target sequence (Q13093 whole entry, looked up): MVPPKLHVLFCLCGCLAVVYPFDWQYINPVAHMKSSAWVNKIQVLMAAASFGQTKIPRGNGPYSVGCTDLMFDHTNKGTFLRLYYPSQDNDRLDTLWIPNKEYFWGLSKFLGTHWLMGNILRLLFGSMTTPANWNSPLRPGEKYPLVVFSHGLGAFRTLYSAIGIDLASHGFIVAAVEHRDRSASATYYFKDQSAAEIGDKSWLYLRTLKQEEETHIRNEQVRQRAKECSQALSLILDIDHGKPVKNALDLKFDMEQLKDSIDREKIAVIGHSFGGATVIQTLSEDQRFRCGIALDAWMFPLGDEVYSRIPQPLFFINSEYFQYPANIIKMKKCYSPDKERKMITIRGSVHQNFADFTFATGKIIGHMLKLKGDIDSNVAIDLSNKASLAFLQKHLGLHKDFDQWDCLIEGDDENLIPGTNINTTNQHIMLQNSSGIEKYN
# Fam108B inh: Fam108B inhibition, counter-screen for RBBP9 inhibitors; recombinant Fam108B, FP-Rh probe fluorescence polarization; inhibition, % at 9.51 µM; actives 0.33% (n = 300,000); AID 1947;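 active = inhibition above the screen mean inhibition plus 3 SD, computed separately per campaign, cut at about 18% in these data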;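 also: inhibitors lower polarization as less probe binds the enzyme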
# LYPLA1 inh: counter-screen for PME1 inhibitors: inhibitors of human LYPLA1. inhibition, % at 5.9 µM. actives 0.16% (n = 320,000). recombinant LYPLA1, FP-Rh probe fluorescence polarization;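 active = inhibition above the mean of all tested compounds plus 3 SD, set per campaign, cut at about 14% in these data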;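 also: inhibitors block serine hydrolase probe labeling of LYPLA1 so polarization falls; 0% = enzyme with DMSO and 100% = wells lacking LYPLA1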
# Target sequence (O75608 whole entry, looked up): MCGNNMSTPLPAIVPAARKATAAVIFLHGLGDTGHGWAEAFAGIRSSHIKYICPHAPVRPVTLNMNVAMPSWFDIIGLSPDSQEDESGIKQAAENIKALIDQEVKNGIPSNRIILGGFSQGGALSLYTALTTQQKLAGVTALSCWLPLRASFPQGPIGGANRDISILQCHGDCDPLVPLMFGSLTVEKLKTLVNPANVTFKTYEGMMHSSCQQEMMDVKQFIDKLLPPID
# PAFAH1B2 FP inh: blocks human PAF acetylhydrolase 1b catalytic subunit 2 | recombinant PAFAH1B2, FP-rhodamine activity probe, fluorescence polarization | inhibition, % at 3.39 µM | actives 1.2% (n = 340,000) | AID 492953;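 active = inhibition above the mean of all tested compounds plus 3 SD, cut at about 24% in these data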;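 also: 0% = enzyme with DMSO and 100% = wells lacking PAFAH1B2; many of its hits are not listed in these tables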
# PME-1 primary: blocks human protein phosphatase methylesterase 1. Q9Y570. recombinant PME-1, FP-Rh probe fluorescence polarization. inhibition, % at 5.9 µM. actives 0.53% (n = 320,000);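 active = inhibition above the campaign mean of all compounds plus 3 SD, cut at about 26% in these data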;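 also: competitive labeling of PME-1 active site by serine hydrolase directed probe; 0% = PME-1 with DMSO and 100% = wells lacking PME-1 enzyme; inhibitors block probe labeling so polarization falls and inhibition rises; many of its hits are not listed in these tables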
# PAD4 FP inh: PAD4 (human) enzyme inhibition; recombinant PAD4, RCA probe fluorescence polarization; inhibition, % at 6.36 µM; Q9UM07; actives 0.41% (n = 330,000);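 active = percent inhibition above a cutoff equal to the mean of all tested compounds plus 3 SD, cut at about 15% in these data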;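 also: 0% = PAD4 with RCA probe and DMSO and 100% = probe without PAD4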
# PAFAH1B3 inh: blocks human PAF acetylhydrolase 1B catalytic subunit 3 | Q15102 | inhibition, % at 3.39 µM | actives 0.28% (n = 340,000) | recombinant PAFAH1B3, FP-rhodamine probe, fluorescence polarization;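 active = inhibition above the screen-wide average of all tested compounds plus 3 SD, cut at about 25% in these data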;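 also: 0% = enzyme with DMSO only and 100% = wells lacking PAFAH1B3 protein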
# PAFAH2 FP inh: inhibitors of human PAFAH2; Q99487; recombinant PAFAH2, FP-rhodamine activity probe, fluorescence polarization; inhibition, % at 3.39 µM; actives 0.99% (n = 340,000); AID 492956;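 active = inhibition above the mean over all tested compounds plus 3 SD, cut at about 30% in these data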;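 also: inhibitors block probe labeling of enzyme so polarization drops; 0% = enzyme with DMSO and 100% = wells lacking PAFAH2 protein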
# * marks the source's active call; other numbers are inactive results; . = no result given.
# The line under a structure holds: GSTO1 counter, pPAFAH FP inh, Fam108B inh, LYPLA1 inh, PAFAH1B2 FP inh, PME-1 primary, PAD4 FP inh, PAFAH1B3 inh, PAFAH2 FP inh
> CNCc1ccc(OCc2ccccc2)c(OC)c1
→ 1, -2, -3, 0, 0, 4, -6, 1, -9
> O=C(CCN1C(=O)/C(=C/c2ccccc2F)SC1=S)N[C@@H](CO)Cc1ccccc1
→ 6, -2, -1, -2, 38*, 0, -16, 1, 3
> N#Cc1c(N)n(CCCN2CCOCC2)c2nc3ccccc3nc12
→ 5, 1, 8, 3, 5, 7, 0, 3, 16
> CC(=O)NS(=O)(=O)c1ccccc1
→ 2, -3, 0, 2, 1, -2, -2, 1, -3
> Cn1c(SCC(=O)N2CCCc3ccccc32)nnc1-c1cccs1
→ 1, 1, -4, -2, 2, 1, -1, 8, 3
> CC(=O)Nc1ccc(S(=O)(=O)N[C@@H](C)C(=O)OCC(=O)c2ccc(C)cc2)cc1
→ ., 1, ., ., 1, ., -4, -5, 6
> COc1ccc(Cl)cc1NC(=O)CCNS(=O)(=O)c1cccc2nonc12
→ 3, 1, 5, -3, 5, -1, -3, 7, 8
> Cc1sc2ncnc(N[C@@H](CCC(=O)O)C(=O)O)c2c1C
→ -2, 2, 12, -2, 4, -2, 3, 12, -2
> COc1ccc(C(=O)N2CCN(C(=O)c3ccc(-c4ccccc4)cc3)CC2)cc1OC
→ 4, 6, -3, -1, -1, -1, -4, 4, -1
> CCCC1(c2ccccc2)NC(=O)N(CCN2C(=O)c3ccccc3C2=O)C1=O (centres undefined)
→ -6, 1, 7, 4, -1, -3, 3, 4, 5
> Cc1cc(C)nc(Sc2ncnc(N)c2[N+](=O)[O-])n1
→ 14, 1, 4, 3, 2, -1, 0, 12, -3
> CCOC(=O)C(NC(=O)C1C(C)N1S(=O)(=O)c1ccc(C)cc1)C(=O)OCC (centres undefined)
→ -2, -2, -4, 2, 0, 7, -1, 3, 3
> O=C(CCc1ccccc1)N1CCN(c2ccccn2)CC1
→ -3, -7, -3, -1, -2, -2, -1, 9, 7
> Cc1nc2ccccc2c(-c2ccccc2)c1C(=O)c1ccccc1
→ -5, 2, 0, 1, -3, -10, 1, 4, 0
> CC(C)CC(=O)Nc1ccc(C(=O)CN2CCN(c3ccc(O)cc3)CC2)cc1
→ 6, 2, 0, 3, 0, 8, -1, 2, -4
> CC1(C(=O)NCc2ccccc2)Oc2ccccc2NC1=O (centres undefined)
→ 7, -3, 4, 1, 17, 3, 2, 9, -3
> COc1ccc(NC(=O)c2ccccn2)cc1OC
→ -4, -2, -3, 4, -1, -4, 3, 0, 8
> Cc1ccccc1C(=NC(=O)c1ccccc1)c1ccccc1
→ 0, 2, 2, 2, 3, 0, 1, 6, 7
> O=C(Nc1ccc2c(c1)OCO2)N1CCN(S(=O)(=O)c2ccc(Cl)cc2)CC1
→ 1, 1, 2, -3, 14, 8, 1, 7, -3
> COc1cc2c(cc1OC)C(SC)=NC1(CCCC1)C2
→ 6, -5, -5, -2, 2, 2, 0, 7, -1

# Ordered by molar mass (low to high): some entries from above.
# The line under a structure holds: GSTO1 counter, pPAFAH FP inh, Fam108B inh, LYPLA1 inh, PAFAH1B2 FP inh, PME-1 primary, PAD4 FP inh, PAFAH1B3 inh, PAFAH2 FP inh
> COc1ccc(NC(=O)c2ccccn2)cc1OC
→ -4, -2, -3, 4, -1, -4, 3, 0, 8
> Cc1cc(C)nc(Sc2ncnc(N)c2[N+](=O)[O-])n1
→ 14, 1, 4, 3, 2, -1, 0, 12, -3
> COc1cc2c(cc1OC)C(SC)=NC1(CCCC1)C2
→ 6, -5, -5, -2, 2, 2, 0, 7, -1
> O=C(CCc1ccccc1)N1CCN(c2ccccn2)CC1
→ -3, -7, -3, -1, -2, -2, -1, 9, 7
> CC1(C(=O)NCc2ccccc2)Oc2ccccc2NC1=O (centres undefined)
→ 7, -3, 4, 1, 17, 3, 2, 9, -3
> Cc1ccccc1C(=NC(=O)c1ccccc1)c1ccccc1
→ 0, 2, 2, 2, 3, 0, 1, 6, 7
> Cc1nc2ccccc2c(-c2ccccc2)c1C(=O)c1ccccc1
→ -5, 2, 0, 1, -3, -10, 1, 4, 0
> CCCC1(c2ccccc2)NC(=O)N(CCN2C(=O)c3ccccc3C2=O)C1=O (centres undefined)
→ -6, 1, 7, 4, -1, -3, 3, 4, 5
> CC(C)CC(=O)Nc1ccc(C(=O)CN2CCN(c3ccc(O)cc3)CC2)cc1
→ 6, 2, 0, 3, 0, 8, -1, 2, -4
> CC(=O)Nc1ccc(S(=O)(=O)N[C@@H](C)C(=O)OCC(=O)c2ccc(C)cc2)cc1
→ ., 1, ., ., 1, ., -4, -5, 6
> O=C(Nc1ccc2c(c1)OCO2)N1CCN(S(=O)(=O)c2ccc(Cl)cc2)CC1
→ 1, 1, 2, -3, 14, 8, 1, 7, -3
> COc1ccc(C(=O)N2CCN(C(=O)c3ccc(-c4ccccc4)cc3)CC2)cc1OC
→ 4, 6, -3, -1, -1, -1, -4, 4, -1

# Other records follow:
# The line under a structure holds: GSTO1 counter, pPAFAH FP inh, Fam108B inh, LYPLA1 inh, PAFAH1B2 FP inh, PME-1 primary, PAD4 FP inh, PAFAH1B3 inh, PAFAH2 FP inh
> COc1ccc(CN(C)C(=O)CCCNC(=O)c2ccc(Cl)cc2)cc1
→ -3, 2, 1, 1, 5, -2, 0, 6, 0
> Cc1ccc(-c2nn(C)c(=O)c3ccccc23)cc1S(=O)(=O)N1CCCC1
→ 2, 9, 1, 3, 4, 0, -5, 10, 5
> Cc1ccc(/C=N\NC(=O)COc2ccc(C)cc2[N+](=O)[O-])cc1
→ 3, 4, 2, 3, 0, -3, 4, 2, 9
> CCOc1cc(C2C(C(=O)c3ccc(C)o3)=C(O)C(=O)N2CCc2ccccc2)ccc1O (centres undefined)
→ 13, 3, -2, -6, 6, -5, -4, 4, 11
> CCOC(=O)N1CCN(CC(=O)Nc2cc(C)nn2-c2nc3ccccc3s2)CC1
→ 31, 3, 2, -1, 2, 5, -8, 5, 10
> O=C(CC(c1ccccc1)c1cc(Cl)ccc1O)N1CCOCC1 (centres undefined)
→ -4, 1, 5, 5, 3, -2, -4, -8, 4
> COc1cc(NC(=O)Cn2cnc(S(=O)(=O)N3CCC(C)CC3)c2)cc(OC)c1OC
→ 2, 5, -1, -1, 0, 2, 1, 12, -9
> C=CC[C@H](CC(=O)NCCO)C(=O)N[C@@H](COC(=O)[C@H](CC=C)CC(=O)OC(C)(C)C)Cc1ccccc1
→ ., 8, ., ., 7, ., 3, 8, 14
> N#Cc1ccc2[nH]cc(CCO)c2c1
→ 5, -10, 2, -3, 11, -7, -3, -10, 2
> CCOCC(=O)Nc1ccc(OCc2ccccc2)cc1
→ 6, -1, 5, 3, -2, 1, -5, 4, -1
> CC(=O)Nc1ccc(-c2csc(NC(C)c3ccccc3)n2)cc1 (centres undefined)
→ 6, 20, 4, -6, 2, 5, 0, 5, -1
> CC(=O)Nc1cccn(Cc2c(Cl)cccc2Cl)c1=O
→ -4, -4, 3, -2, 0, -4, -7, -4, 0
> O=C(c1ccc2c(c1)OCCO2)N1CCN(c2ccccn2)CC1
→ 2, 8, 4, -4, 3, -2, 3, -1, -3
> Cc1ccc(CCNC(=O)CCNS(=O)(=O)c2ccc3c(c2)c(=O)n(C)c(=O)n3C)cc1
→ 9, 2, -1, 4, 2, 1, -4, -2, 0
> CC(=O)Nc1ccc(C(=O)Cn2nnc3ccccc3c2=O)cc1
→ 6, 5, -6, -4, 6, -6, 0, 4, 2
> Cc1ccc(S(=O)(=O)NNc2ccccc2)c(C)c1
→ 32, -2, -2, 0, 1, -7, -4, 8, -4
> CC(=O)c1ccccc1NC(=O)COC(=O)c1c(C)nn(-c2ccccc2)c1C
→ ., 3, ., 3, 0, -2, -4, -2, 8
> CC(=O)Nc1ccc(NC(=O)C2CCCN2C(=O)NCc2ccccc2)cc1 (centres undefined)
→ 4, 5, 1, 1, 0, -1, -4, -1, -14
> Cc1ccc(/C(N)=N/OC(=O)c2ccc(Cl)cc2Cl)cc1
→ 1, 1, 3, -1, 8, 9, -2, 1, -13
> CC(C)C1=Nc2cccc3cccc(c23)N1
→ 16, 9, 1, -2, 9, 4, 0, -5, -3
> CN(C)S(=O)(=O)c1ccc(C(=O)OCC(=O)N2CC3(C)CC2CC(C)(C)C3)cc1 (centres undefined)
→ ., 0, ., ., 14, ., -1, 6, 8
> Cc1ccc(S(=O)(=O)NNC(=O)Nc2ccccc2F)c(C)c1
→ 6, 1, 1, 1, -1, -1, 1, 2, 3
> O=C(CSc1nnc2c(Cl)cc(Cl)cn12)N1CCN(S(=O)(=O)c2ccccc2)CC1
→ -2, 3, 2, -2, 5, 6, -5, 2, -5
> Cc1cc(C)n(CCC(=O)N2c3ccccc3CC2C)n1 (centres undefined)
→ 7, 2, -6, -3, 2, -2, -1, -8, -2
> COc1cc(-c2cc3nc4ccccc4n3c(N)c2C#N)cc(OC)c1OC
→ -3, 7, 2, -1, 2, 21, -2, 5, -5
> Cc1cccc(NC(=O)NCc2ccc3c(c2)cc(C)n3C)c1
→ 1, -2, -2, 0, -6, -4, -6, 4, 9
> Cc1ccc(NC(=O)CC2C(=O)N(Cc3ccccc3)C(=S)N2NC(=O)c2cccc(F)c2)c(C)c1 (centres undefined)
→ 4, 4, -6, -6, 2, -2, 0, 0, 0
> OCCCNc1ncnc2c1[nH]c1ccccc12
→ 2, 0, -1, 0, 7, 3, 1, 5, -2
> CC(=O)Nc1ccc(S(=O)(=O)NCc2ccc(C)n2C)cc1
→ -2, 0, 3, 1, -3, 3, 0, 4, 5
> O=C(Nc1ccc(NC(=O)c2ccco2)c(Cl)c1)c1ccccc1
→ -2, 1, -10, -1, -4, 1, -3, -8, -4
> O=C(/C=C/c1cccc(F)c1)NNC(=O)c1ccncc1
→ -9, 2, -3, 1, -4, 1, -3, 15, 5
> O=C(CCC(=O)OCc1ccc([N+](=O)[O-])cc1)Nc1ccc(F)cc1
→ 4, 0, 3, 2, 3, -1, 4, -1, 1
> N#Cc1ccc(Oc2ccc(-c3cnc4ccccc4n3)cc2)cc1C#N
→ 1, 0, -2, 4, 1, -4, 2, 3, 11
> Cc1nc2ccc(NC(=O)c3ccc(S(=O)(=O)N4CCOCC4)cc3)cc2s1
→ -10, -7, 0, -3, 5, 0, -3, 7, -6
> CCOC(=O)N1CCN(CC(=O)Nc2cc(OCC)ccc2OCC)CC1
→ -5, 7, -2, -2, -3, 2, 2, 9, 6
> Cn1c(=O)c2c(nc(CN3CCC(C(N)=O)CC3)n2CCCc2ccccc2)n(C)c1=O
→ 0, 2, -2, 2, 3, 9, -2, 4, 1
> O=S(=O)(N/N=C1\CCCc2ccccc21)c1ccccc1
→ ., 4, ., -2, 8, 1, 5, 13, 6
> COCCCn1c(=O)c2sccc2n(Cc2ccccc2C)c1=O
→ 2, -1, 5, 4, 2, 7, 1, -1, 10
> Cc1cc(C)n(C(=O)CCNC(=O)c2ccccc2Cl)n1
→ 0, 7, 5, 2, 5, 11, 5, -2, 1
> N#CCc1ccc(NC(=O)c2ccc(S(=O)(=O)N3CCOCC3)cc2)cc1
→ -3, 2, -1, -1, 1, 0, -4, 5, -1
> Cc1ccc(-c2csc(N(CCO)CCCn3c(C(F)(F)F)nc4cc(C(F)(F)F)ccc43)n2)cc1
→ 16, 8, 2, -5, 10, 0, 0, 0, 9
> CCOC(=O)N1CCN(c2ccc([N+](=O)[O-])cc2)CC1
→ -2, 2, 0, -6, 6, 6, 3, 4, -1

# These rows are one share of the data; rates above refer to the full screens.
